High-throughput results deposited in PubChem by National Center for Advancing Translational Sciences (NCATS).
Menin MLL FP TR = menin-MLL binding inhibition, Texas Red mutant peptide; O00255; actives 0.23% (n = 270,000); Potency, µM (top dose mostly 61.6 µM), for inactives: at the top dose FP activity change, negative = inhibition, hits mostly inhibitors; Menin + Texas Red MLL mutant peptide, fluorescence polarization; AID 1768; active means well fitted inhibition curve with a large enough effect in the polarisation, with a control signal flat, not every such curve was filed as active; inconclusive means small, poorly fitted or top-dose-only effect, or effect the other way, or a change in a side signal; inactive means no such curve, though single readings can be large or run the other way; the % refers to the polarisation; further: potency means the concentration at half of the fitted maximal effect; % of control where 0% means no effect; many of its hits are not listed in these tables
p53 reactivator = mutant p53 re-activation in reporter cells. Potency, µM (titrated, usually from 92.2 µM), for the others: top-dose activity change, positive = activation, most hits filed as activators. actives 0.063% (n = 320,000). AID 504706. H1299 p53-A138V BP100-luciferase reporter, luminescence, 24 h; further: potency means the concentration at half of the fitted maximal effect; % of control where 0% means no effect; nearly all actives have a fitted effect of over 45% in size
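H1299 (p53-null), stable ts p53-A138V + BP100-Luc; 1000 cells/well, Opti-MEM/10% FBS; cpd 4 pt, 1:5; 24 h, 37 deg C, 5% CO2; detection reagent 10 min RT; luminescence.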
PKM2 act = increases activity of human pyruvate kinase M2 | Potency, µM (titrated, usually from 57.5 µM), inactives show top-dose activation, actives largely listed as activators | actives 0.34% (n = 260,000) | purified PKM2, Kinase-Glo ATP luminescence, activation; response scale: 0% is enzyme alone, no compound | P14618 | AID 1631; further: potency means the concentration at half of the fitted maximal effect; on the % scale 0 is the no-effect control and ±100 the full control effect; nearly all actives have a fitted effect of over 55% in size
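Purified hPK-M2 (>95% pure) converted ADP (0.1 mM final) to ATP with 0.5 mM PEP in 50 mM imidazole pH7.2, KCl, MgCl2, Tween 20, BSA; 1 h at room temperature. ATP detected by Kinase-Glo luminescence.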
BRCA1 expr act = activators of BRCA1 expression. actives 1.1% (n = 380,000). AID 624202. MCF7-BRCA1-FFLuc reporter, luminescence, 48 h; response scale: scaled: vehicle 0%, 10 µM genistein 100%. Potency, µM (highest dose often 46.1 µM), without a hit: top-dose activation, most hits filed as activators; further: potency means the concentration at half of the fitted maximal effect; nearly all actives have a fitted effect of over 80% in size; some results filed as inactive show a strong effect at the top dose
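Luminescence from a BRCA1-driven firefly luciferase in MCF7 cells was the read-out, taken 15 min after substrate addition following 48 h compound exposure at 37 °C. Data were normalized to a 10 microM genistein control and DMSO vehicle.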
Giardia killer = Giardia lamblia killing | activity change, % at 7.66 µM, hits read low | actives 0.15% (n = 340,000) | Giardia lamblia trophozoite viability; in the data active means activity change below about -80%; inconclusive means between about -30% and that limit;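 further: parasites exposed to compound for two days anaerobically before the ATP read; on the % scale 0 is the no-effect control and ±100 the full control effect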
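Luminescence from cellular ATP indicates surviving trophozoites (100 cells/well) following 48 hrs anaerobic compound treatment at 37 deg C; signal develops 15-30 min at room temperature.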
ELG1 genotoxic = genotoxicity induction in ELG1-luciferase HEK293T cells; AID 504466; Potency, µM (series often up to 46 µM), inactives show at the top dose activity change, positive = activation, actives largely listed as activators; actives 1.3% (n = 330,000); HEK293T ELG1-luciferase reporter, luminescence, 16 h; further: potency means the concentration at half of the fitted maximal effect; % of control where 0% means no effect; nearly all actives have a fitted effect of over 60% in size
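HEK293T cells expressing luciferase-tagged ELG1 were treated with compound or DMSO for 16 hr at 37°C. Luciferase activity was then read after 30 min with ONE-Glo at room temperature; rising signal flags genetic stress.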
NPC1 prom act = NPC1 promoter activation; actives 2.4% (n = 320,000); Potency, µM (doses to about 9.22 µM), inactives show at the highest dose activation, actives largely listed as activators; Huh7 NPC1 promoter luciferase reporter, 24 h; AID 485313;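 further: potency means the concentration at half of the fitted maximal effect; % of control where 0% means no effect; nearly all actives have a fitted effect of over 60% in size; reporter is driven by a mutant NPC1 promoter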
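Quantitative HTS used a cell-based reporter: Huh7 cells stably bearing the NPC1 promoter upstream of luciferase were treated with compounds for 24 h, and promoter activation was read as luminescence.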
VP16 counter = inhibits Gal4-VP16 luciferase reporter, ROR gamma counter-screen | Drosophila S2 Gal4-VP16 UAS-luciferase, luminescence, 20 h | Potency, µM (series often up to 53.6 µM), without a hit: top-dose activity, negative = inhibition, hits mostly inhibitors | actives 3.5% (n = 310,000);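 further: Gal4-VP16 expression switched on by copper sulfate through the metallothionein promoter; potency means the concentration at half of the fitted maximal effect; on the % scale 0 is the no-effect control and ±100 the full control effect; nearly all actives have a fitted effect of over 50% in size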
RORgamma inh = blocks mouse ROR gamma transcriptional activity; actives 5.4% (n = 310,000); Potency, µM (top dose mostly 53.6 µM), inactives show top-dose activity change, negative = inhibition, most hits filed as inhibitors; AID 2551; P51450; Drosophila S2 Gal4-RORgamma UAS-luciferase reporter, 20 h; further: potency means the concentration at half of the fitted maximal effect; on the % scale 0 is the no-effect control and ±100 the full control effect; nearly all actives have a fitted effect of over 60% in size
Target sequence (P51450 whole entry, looked up, the tested form may be a part): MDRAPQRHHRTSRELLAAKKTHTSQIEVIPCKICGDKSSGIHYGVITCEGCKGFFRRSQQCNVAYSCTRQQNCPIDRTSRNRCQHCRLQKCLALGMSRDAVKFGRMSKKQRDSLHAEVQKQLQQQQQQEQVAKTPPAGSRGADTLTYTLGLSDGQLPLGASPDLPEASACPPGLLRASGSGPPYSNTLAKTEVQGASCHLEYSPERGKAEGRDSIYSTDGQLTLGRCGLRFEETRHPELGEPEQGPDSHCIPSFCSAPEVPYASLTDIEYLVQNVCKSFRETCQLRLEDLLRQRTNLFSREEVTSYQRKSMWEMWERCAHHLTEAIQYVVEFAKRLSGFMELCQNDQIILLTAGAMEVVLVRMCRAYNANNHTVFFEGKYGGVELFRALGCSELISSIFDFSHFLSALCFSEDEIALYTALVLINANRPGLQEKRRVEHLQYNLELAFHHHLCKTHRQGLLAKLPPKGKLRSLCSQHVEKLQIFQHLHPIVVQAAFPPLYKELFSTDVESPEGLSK
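Using a luciferase readout, inhibitors were identified by reduced reporter activity in Drosophila cells coexpressing a copper-inducible Gal4–ROR gamma fusion and UAS-driven Photinus luciferase, incubated 20 hr after 700 uM copper sulfate.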
Rab9 promoter act = activators of Rab9 promoter | Huh7 Rab9 promoter-luciferase reporter, luminescence, 24 h | actives 2.8% (n = 320,000) | Potency, µM (top dose mostly 9.22 µM), without a hit: top-dose activation, negative = inhibition, hits mostly activators; further: potency means the concentration at half of the fitted maximal effect; % of control where 0% means no effect; nearly all actives have a fitted effect of over 60% in size
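Promoter activation is measured as luciferase luminescence in Huh7 cells stably transfected with a Rab9 promoter–luciferase construct, following 24 h compound exposure at 37 °C and 10 min reagent incubation at ambient temperature.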
FLuc modulator = counter-screen for miR-21 project: firefly luciferase inhibitors or activators | Potency, µM (doses to about 57.5 µM), inactives show at the top dose activity change, negative = inhibition, actives largely listed as inhibitors | actives 6.9% (n = 360,000) | P08659 | AID 588342 | purified FLuc, Km substrates, luminescence inhibition;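 further: potency means the concentration at half of the fitted maximal effect; plate controls were vehicle for no effect and reference inhibitor for full effect; nearly all actives have a fitted effect of over 55% in size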
Target sequence (P08659 whole entry, looked up): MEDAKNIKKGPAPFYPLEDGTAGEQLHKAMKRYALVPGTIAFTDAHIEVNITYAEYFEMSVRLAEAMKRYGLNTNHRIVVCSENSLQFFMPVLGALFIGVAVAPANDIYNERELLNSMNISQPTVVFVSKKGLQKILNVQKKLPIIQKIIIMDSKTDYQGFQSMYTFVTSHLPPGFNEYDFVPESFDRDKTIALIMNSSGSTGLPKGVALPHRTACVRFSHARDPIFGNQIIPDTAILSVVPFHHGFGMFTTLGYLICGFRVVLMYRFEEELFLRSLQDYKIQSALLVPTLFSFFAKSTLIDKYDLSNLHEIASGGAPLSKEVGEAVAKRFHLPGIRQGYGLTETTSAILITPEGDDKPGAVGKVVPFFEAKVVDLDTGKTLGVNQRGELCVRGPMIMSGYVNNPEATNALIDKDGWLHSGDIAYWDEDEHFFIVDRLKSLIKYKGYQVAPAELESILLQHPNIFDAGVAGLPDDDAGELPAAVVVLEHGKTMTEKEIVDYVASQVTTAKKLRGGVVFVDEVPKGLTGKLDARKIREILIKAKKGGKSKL
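Purified P. pyralis luciferase, 10 nM final, with Km-level 10 uM D-luciferin and 10 uM ATP in 50 mM Tris acetate pH 7.5, 10 mM Mg acetate, 0.01% Tween-20, 0.05% BSA; 6-point qHTS titration about 60 µM downward; luminescence read.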
Starred values were filed as active, the others as inactive; u = inconclusive; x = not tested or not shown; [ ] = dose if it differs, or a comment. Unless noted, the call rests on the fitted dose curve; in most records, active means well fitted curve in the direction sought with a large enough effect; inconclusive means small, poorly fitted or top-dose-only effect, or another doubt; inactive means no such curve, though single readings can be large; an effect the other way counts as inactive or inconclusive.

Molecule	Menin MLL FP TR	p53 reactivator	PKM2 act	BRCA1 expr act	Giardia killer	ELG1 genotoxic	NPC1 prom act	VP16 counter	RORgamma inh	Rab9 promoter act	FLuc modulator
Cc1onc(-c2c(F)cccc2Cl)c1C(=O)Nc1cccc(S(=O)(=O)NC2=NCCC2)c1	x	5%	x	-12%	-1	-2%	1%	x	x	-5%	7%
CC1=C(C(=O)Nc2cc(C)ccn2)C(c2cnn(C)c2)C2=C(CC(c3ccccc3)CC2=O)N1 (stereo not drawn)	0%	-8%	0%	-22%	-5	-1%	-1%	-4%	-11%	-2%	1%
O=C(Cc1nc(=O)c2ccccc2s1)Nc1ccccc1	u	u	-5%	u	-7	u	0.71µM*	u	u	0.32µM*	0.54µM*
O=C(NNC(=O)c1cc(Br)ccc1Cl)c1csc(N2CCOCC2)n1	x	-2%	-10%	-8%	8	0%	-1%	-26%	u	2%	-25%
Cc1ccccc1OCCNCC(C)O (stereo not drawn)	0%	1%	-1%	-2%	5	1%	0%	-2%	-19%	-16%	-1%
Cc1cc([N+](=O)[O-])nn1CCCC(=O)N1CCN(c2ccc(F)cc2)CC1	3%	-9%	3%	2%	14	-3%	-3%	-1%	13%	-1%	1%
CCCOc1ccc(-c2nnc(N)s2)cc1	-16%	u	4%	4.5µM*	6	18µM*	u	8%	u	u	7.6µM*
CCOC(=O)C1CCN(CC(=O)Nc2cc(S(=O)(=O)N3CCOCC3)ccc2C)CC1	-26%	-5%	0%	-25%	-9	-6%	-4%	3%	-31%	-3%	0%
COc1ccc(N2C(=NC(=O)CCC3CCCC3)SC3CS(=O)(=O)CC32)cc1 (stereo not drawn)	-8%	0%	-1%	9%	-9	4%	2%	2%	-4%	2%	4%
CS(=O)(=O)CCC(C(=O)O)N1C(=O)c2ccc(Oc3ccc(Cl)cc3)cc2C1=O (stereo not drawn)	20%	-7%	x	8%	-15	-1%	-1%	9%	-18%	0%[1.84 µM]	-3%
Cc1ccccc1C(=O)NC(CC(C)C)C(=O)N1CCN(c2ccccc2)CC1 (stereo not drawn)	u	0%	-3%	-20%	1	-10%	-4%	1%	11%	7%	0%
COc1cccc(C(=O)OCC(=O)c2c[nH]c3ccccc23)c1O	u	-1%	-13%	61%	-21	u	13%	0%	u	17%	19µM*
O=c1c(=NNc2ccccc2Cl)c(=O)c2ccccc12	32%[activator]	23%	-20%	-6%	u	u	3.2µM*	-12%	u	u	0.076µM*
Cc1nnc(Nc2ccc(C(=O)NCCO)cc2)c2ccccc12	-7%	0%	3%	0%	1	1%	1%	2%	-8%	4%	-2%
Cc1nc(Sc2ccc(Cl)cc2)c(C#N)c(C)c1[N+](=O)[O-]	x	3%	-2%	-39%	4	-10%	0%	-4%	-35%	-6%	-3%
CCOC(=O)c1c(-c2ccccc2)oc2ccc(OCC(N)=O)cc12	-14%	x	4%	-30%	4	-3%	2%	-3%	62%	6%	0%
COC(CNC(=O)c1ccc2c(c1)nc(C)n2-c1cccc(C)c1)OC	1%	-6%	x	-29%	3	-1%	2%	-6%	-9%	-6%	-2%
O=[N+]([O-])c1ccc(Nc2nc(NC3CCCCC3)nc(N3CCCC3)n2)cc1	u	-1%	9%	-2%	-9	0%	-8%	u	36%	-8%	-3%
O=C(CC(=O)Nc1ccccc1C(=O)O)NNC(=O)Cc1ccccc1	x	2%	-16%	-3%	4	0%	10%	4%	-39%	-1%	-2%
COC(=O)c1ccc(OC(=O)c2cccnc2)cc1	2%	-5%	-2%	-16%	7	2%	-1%	13%	2%	-4%	-9%

Next compounds:
Molecule	Menin MLL FP TR	p53 reactivator	PKM2 act	BRCA1 expr act	Giardia killer	ELG1 genotoxic	NPC1 prom act	VP16 counter	RORgamma inh	Rab9 promoter act	FLuc modulator
Cc1c(NC(=O)CN2CCN(C(=O)c3ccco3)CC2)c(=O)n(-c2ccccc2)n1C	2%	-4%	-1%	-2%	0	0%	-2%	1%	-13%	1%	-1%
Cc1ccc(C)c(SCC(=O)NCc2ccco2)c1	-23%	-2%	-4%	0%	-12	-3%	-2%	8%	u	1%	3%
Nn1c(SCC(=O)Nc2ccc3c(c2)OCO3)nnc1-c1cccc(Cl)c1	-26%	4%	1%	0%	-2	2%	-1%	-11%	1%	-2%	2%
CS/C(N)=N/N=C/c1c(O)ccc2ccccc12	x	12%	-2%	30%	-13	u	-1%	7.1µM*	0.89µM*	u	3µM*
CCCCC(C(=O)OCC(=O)c1ccc(OC)cc1)N1C(=O)c2ccccc2C1=O (stereo not drawn)	-12%	-8%	0%	-17%	-13	-1%	-1%	4%	28%	-6%	5%
C=CCNC(=O)/C=C/c1cccs1	-15%	4%	-4%	30%	-2	4%	4%	-16%	-16%	-2%	-1%
Cc1ccc(N=Cc2c(O)n(-c3cc(Cl)ccc3N3CCOCC3)c(=O)c3ccccc23)cc1C	x	5%	-3%	-25%	0	-3%	-4%	2%	9%	-10%	u
CC(C)N(C(C)C)S(=O)(=O)c1ccc(N2CCc3ccccc3C2)nc1	u	-9%	1%	45%	2	u	u	16%	u	4µM*	13µM*
Cn1c(CSc2ccccc2)c(C#N)c2ccccc21	11%	18%	0%	u	-2	u	u	-10%	-10%	u	u
Cc1ccc(NC(=O)CN2CCOCC2)c(Br)c1	-21%	x	-1%	66%	3	u	25%	17%	-2%	27%	u
CC(C)Cn1cc(C(=O)NCCCOC(C)C)c2c3ccccc3n(C)c2c1=O	-26%	-5%	-1%	-29%	12	-4%	-8%	0%	-4%	1%	-2%
Cc1cc(C(=O)Nc2ccc(Br)cc2)cs1	x	u	-4%	u	-12	6.5µM*	u	u	-41%	0.63µM*	19µM*
COc1ccccc1C(=O)N/C(=C\c1ccccc1)C(=O)NCc1ccco1	0%	-3%	x	0%	-3	-1%	-1%	5%	9%	-4%	7%
CN(C)S(=O)(=O)c1cc(NC(=O)CSc2ncc(C(F)(F)F)cc2Cl)ccc1Cl	0%	29%	-15%	-78%	2	-8%	-4%	-25%	u	-6%	u
O=C(O)CC(Cc1ccc(Cl)cc1)C(=O)Nc1ccccc1 (stereo not drawn)	6%	12%	0%	36%	3	-1%	10%	7%	-19%	-3%	-9%
Cc1cccc(NS(=O)(=O)c2ccc(C3CCCCC3)cc2)n1	-24%	4%	3%	-41%	-13	1%	0%	0%	36%	-7%	0%
CS(=O)(=O)c1ccc(Cl)c(NC(=O)CSc2nc3ccccc3c(=O)n2Cc2ccco2)c1	x	-2%	x	1%	1	2%	-4%	x	x	-4%	0%
Cc1ccc(S(=O)(=O)Nc2cnn(-c3ccccc3)c(=O)c2Cl)cc1	-11%	0%	-22%	12%	22	-1%	-8%	-25%	-44%	-9%	0%
COc1ccc(Cl)cc1NC(=O)CCc1nnc2ccc(N3CCC4(CC3)OCCO4)nn12	-5%	-13%	4%	-9%	8	2%	0%	-11%	-4%	0%	1%
COc1cc2cnncc2cc1OC	-2%	1%	-2%	2%	-6	6%	0%	16%	31%	-5%	1%

(next part)
Molecule	Menin MLL FP TR	p53 reactivator	PKM2 act	BRCA1 expr act	Giardia killer	ELG1 genotoxic	NPC1 prom act	VP16 counter	RORgamma inh	Rab9 promoter act	FLuc modulator
COc1ccc(CCC(=O)Nc2sccc2C#N)cc1	-6%	1%	-5%	11µM*	3	6.5µM*	4µM*	-7%	28%	2µM*	17µM*
O=C(COC(=O)Cc1cccc(C(F)(F)F)c1)Nc1ccc2c(c1)OCCO2	8%	5%	-1%	0%	7	7%	-1%	1%	10%	1%	-8%
COc1ccc(C2N(Cc3ccccc3)CCN2Cc2ccccc2)cc1[N+](=O)[O-]	1%	-4%	-2%	2%	12	0%	-3%	6%	-13%	-3%	2%
COc1ccccc1OCC(=O)NCC1CCCCC1	-1%	-1%	13%	2%	-7	24%	0%	0%	1%	-1%	-2%
C[C@H](NC(=O)C1CC(=O)N(c2ccc3c(c2)OCCO3)C1)C(=O)N1CCCCC1 (stereo partly drawn)	x	8%	x	0%	-6	0%	-1%	1%	1%	-3%	0%
CN(C)S(=O)(=O)N1CCN(C(=O)c2ccccc2)CC1	5%	2%	2%	-5%	-4	1%	1%	-4%	-8%	-4%	1%

These rows are one share of the data. The share of hits here may be higher or lower than overall.
